HTT ATP protect = Huntington cell model cytoprotection by ATP luminescence | PC12 HTT-Q103 induced, cytoprotection, ATP luminescence, 40 h | Potency, µM (top dose mostly 56.4 µM), for the others: cytoprotection (ATP increase), actives largely listed as activators | hit rate 0.14% among 230,000 | AID 1471;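 note: % of control where 0% means no effect; nearly all actives have a fitted effect of over 45% in size; toxic huntingtin expression switched on by the ecdysone agonist tebufenozide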
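Compounds were screened for protection of PC12 cells against cell death after tebufenozide induction (100 nM final) of mutant Huntingtin exon 1 (Q103) fused to GFP.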
GAA spleen mod = inhibits or activates alpha-glucosidase in human spleen homogenate | P10253 | Potency, µM (top dose mostly 79.9 µM), inactives show top-dose activity change, negative = inhibition, usual class: inhibitors | AID 2112 | hit rate 0.006% among 240,000 | human spleen homogenate, 4-MU-alpha-glucoside fluorescence;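 note: 0% = enzyme with vehicle and -100% = no enzyme basal signal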
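Enzyme source: human spleen homogenate, 1 ug/well. Buffer 50 mM citric acid/K phosphate pH 5.0, 0.01% Tween-20. 4-MU-alpha-glucoside 1 mM; 37 C x 40 min; NaOH/glycine stop; fluorescence.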
Tau fibril FP = blocks human tau fibril formation measured by polarization. P10636. K18 P301L tau heparin fibrillization, Alexa594 FP, 6 h. Potency, µM (titrated, usually from 57.7 µM), for inactives: top-dose activity, negative = inhibition, hits mostly inhibitors. hit rate 0.39% among 280,000; note: % is set by controls: 0 for no effect and ±100 for the full control effect; nearly all actives have a fitted effect of over 55% in size
Target sequence (P10636 561-689 P618L limits assumed): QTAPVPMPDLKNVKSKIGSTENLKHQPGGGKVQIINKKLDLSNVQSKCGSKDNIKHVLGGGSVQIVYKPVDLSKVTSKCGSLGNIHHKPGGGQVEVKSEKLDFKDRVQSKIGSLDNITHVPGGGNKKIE
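Human K18 P301L fragment (15 uM unlabeled plus 0.24 uM Alexa 594-labeled) in 100 mM sodium acetate pH 7 with compound, aggregation induced by 20 uM heparin for 6 hr at 37 C. ThT (30 uM) added for 1 hr, then Alexa 594 FP read.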
aGal spleen mod = inhibits or activates alpha-galactosidase in human spleen homogenate. P06280. human spleen homogenate, 4MU-alpha-Gal fluorescence, 40 min. AID 2107. hit rate 0.008% among 240,000. Potency, µM (doses to about 80 µM), inactives show at the top dose activity change, negative = inhibition, usual class: inhibitors;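 note: 0% = enzyme with vehicle and -100% = no enzyme basal signal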
Target sequence (P06280 32-429 limits assumed): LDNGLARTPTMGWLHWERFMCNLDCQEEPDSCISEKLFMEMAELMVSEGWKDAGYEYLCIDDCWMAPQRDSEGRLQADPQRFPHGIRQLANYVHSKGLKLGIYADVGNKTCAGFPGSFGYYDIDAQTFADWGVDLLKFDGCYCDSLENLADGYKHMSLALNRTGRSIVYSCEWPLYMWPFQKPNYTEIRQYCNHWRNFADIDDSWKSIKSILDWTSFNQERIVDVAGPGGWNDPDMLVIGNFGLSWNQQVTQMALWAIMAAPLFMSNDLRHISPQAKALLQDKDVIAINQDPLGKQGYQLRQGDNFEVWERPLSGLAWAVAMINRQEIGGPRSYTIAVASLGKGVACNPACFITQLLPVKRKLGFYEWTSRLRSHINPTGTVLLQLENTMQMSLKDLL
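Fluorogenic readout (Ex 365/Em 440 nm) of 4-methylumbelliferone released from 1 mM 4-MU-alpha-galactoside by spleen homogenate, 40 min at 37C, pH 5.0. Data normalized to no-enzyme and enzyme controls; Hill-equation AC50 from compound titrations.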
Tau fluor cs = counter-screen for tau fibril formation inhibitors | tau K18 P301L Alexa594 fluorescence, heparin fibrillization | Potency, µM (doses to about 57.7 µM), for the others: top-dose activity change, negative = decrease | hit rate 0.93% among 280,000; note: % is set by controls: 0 for no effect and ±100 for the full control effect; nearly all actives have a fitted effect of over 55% in size
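Human K18 P301L tau (15 uM unlabeled plus 0.24 uM Alexa 594-labeled, final) in 100 mM sodium acetate pH 7 was mixed with compound and 20 uM heparin and incubated 6 hr at 37 C.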
GAA inh = blocks human lysosomal alpha-glucosidase; P10253; purified human GAA, 4-MU-alpha-glucoside fluorescence; Potency, µM (top dose mostly 76.9 µM), for inactives: at the top dose activity change, negative = inhibition, most hits filed as inhibitors; hit rate 0.005% among 200,000;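 note: plate controls were uninhibited enzyme wells for no effect and no-enzyme background for full effect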
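Fluorescence at Ex 365/Em 440 nm from 4-methylumbelliferone reported enzyme activity after 20 min at room temperature. Reactions used 4 nM enzyme and 400 uM substrate at pH 5.0; curves fitted with the Hill equation.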
GAA glycogen mod = GAA glycogen-cleavage inhibition or activation. P10253. recombinant GAA, glycogen substrate, Amplex Red glucose oxidase fluorescence. Potency, µM (series often up to 76.4 µM), for inactives: at the top dose activity change, negative = inhibition, hits mostly inhibitors. hit rate 0.38% among 300,000;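 note: 0% = full enzyme reaction and -100% = no-enzyme basal signal; the screen sought inhibitors and activators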
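Recombinant human alpha-glucosidase (4 nM final) hydrolysed bovine liver glycogen (30 ug) for 40 min at 37 C in pH 5.0 citrate/phosphate with 0.01% Tween-20. Released glucose detected by glucose oxidase/Amplex Red, Ex 573/Em 610 nm. Compounds up to 77 uM; AC50 from Hill fits.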
Tau fibril ThT = inhibitors of human tau fibril formation, thioflavin T binding; P10636; recombinant tau K18 P301L, heparin-induced fibrillization, ThT fluorescence; Potency, µM (highest dose often 57.4 µM), without a hit: top-dose activity, negative = inhibition, usual class: inhibitors; hit rate 2.1% among 270,000; note: % is set by controls: 0 for no effect and ±100 for the full control effect; nearly all actives have a fitted effect of over 55% in size
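Fibril formation assay: tau K18 P301L at 15 uM with trace Alexa 594 label, heparin inducer 20 uM, pH 7 sodium acetate buffer, 37 C for 6 hr; endpoint ThT signal.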
* marks the source's active call; other numbers are inactive results; ? = inconclusive; nt = no result given; & = joins results of further samples; [ ] = remark or other dose. Calls come from the whole dose curve; as a rule, active = well fitted curve in the direction sought with a large enough effect; inconclusive = small, poorly fitted or top-dose-only effect, or another doubt; inactive = no such curve, though single readings can be large; an effect the other way counts as inactive or inconclusive. Potency is the fitted concentration of half-maximal effect.

molecule | HTT ATP protect | GAA spleen mod | Tau fibril FP | aGal spleen mod | Tau fluor cs | GAA inh | GAA glycogen mod | Tau fibril ThT
C/C(N)=C(/C#N)C(=O)CSc1nnc(SCc2ccc(Cl)cc2)s1 | -4%[10 µM] | 4% | -16% | 3% | ? | -4% | 0% | -6%
Cc1ccc(-n2c(O)cnc2Nc2nc(C)cc(C)n2)cc1 | 9% | 0% | -3% | -8% | -8% | 10% | 3% | -3%
Cc1ccc(N2C(=O)C3C(c4ccccc4)N4CCCN4C3(C)C2=O)cc1 (stereo unspecified) | -1%[10 µM] | -5% | -8% | 4% | -7% | 0% | -25% | -7%
COc1ccc(-c2ccc3c(n2)sc2c(=O)[nH]c(=O)[nH]c23)cc1OC | -13% | 3% | 1% | 10% | -14% | 3% | 4% | -16%
Cc1nn(C(C)C(=O)N2CCN(c3ccc(Cl)cc3)CC2)c(=O)c2cc3occc3n12 (stereo unspecified) | nt | nt | -4% | nt | -10% | nt | 7%[76.3 µM] | -5%
CC1CCc2c(sc(NC(=O)C3c4ccccc4Oc4ccccc43)c2C(N)=O)C1 (stereo unspecified) | -1%[10 µM] | 4% | -13% | 6% | -20% | -7% | 1% | 3%
OCCC1CN(Cc2cc(F)ccc2-n2cccn2)CCN1Cc1ccc(F)cc1 (stereo unspecified) | -2%[10 µM] | -1% | 8% | 1% | -3% | nt | 1% | -7%
CCOC(=O)C1CCN(C(=O)C2CCCCC2)CC1 | 15%[0.074 µM] | 0% | 0% | 0% | 3% | -4% | 8% | -3%
COCCSc1ccccc1C(=O)Nc1nnc(C)s1 | 1% | -14% | -1% | 0% | 7% | 0% | 4% | 0%
COc1cccc(C(=O)Nc2ccc(NC(=O)c3ccco3)c(Cl)c2)c1 | -42%[inhibitor] | 0% | -11% | -5% | -22% | 12% | 7% | ?
CCCCOc1ccc(C(=O)NCC(=O)OC2CCOC2=O)cc1 (stereo unspecified) | -14% | -4% | 7% | -5% | 3% | -1% | 10% | -1%
C=CCOC(=O)C1=C(C)NC(SCC(=O)OCC)=C(C#N)C1c1ccc(O)c(OC)c1 (stereo unspecified) | 28%[10 µM] | -6% | 2% | -2% | -27% | -2% | ? | ?
COc1ccc(CCCc2nnc(SCc3nc4ccccc4c(=O)[nH]3)n2C)cc1C | 0% | -4% | 1% | -6% | -3% | -10% | 3% | -10%
COc1ccc(NC(=O)CSc2cccc3cccnc23)c(OC)c1 | 14%[10 µM] | -8% | 0% | -4% | -10% | -7% | 8% | -17%
O=C(c1ccco1)N1CCN(S(=O)(=O)N2CCOCC2)CC1 | 20% | -2% | 7% | 9% | -6% | -5% | -15% | -2%
Cc1ccc(-c2nc3ccccc3[nH]2)cc1NC(=O)COc1ccc(Cl)cc1Cl | nt | nt | 5% | nt | -7% | nt | 16%[76.3 µM] | -1%
S=c1[nH]ncn1/N=C/c1cccs1 | -10%[10 µM] | 0% | 1% | -1% | -12% | nt | -21% | nt
CCOC(=O)CNC(=O)c1cc2c(=O)n3cccc(C)c3nc2n1C | nt | nt | -8% | nt | -11% | nt | 3%[76.3 µM] | -10%
Cn1c(=O)c2nc(Cl)c(-c3ccccc3)nc2n(C)c1=O | 11%[10 µM] | -1% | -1% | ? | -6% | ? | -9% | -5%
CCN1C(=O)c2ccccc2S(=O)c2ccc(C(=O)N3CCN(C(=O)c4ccco4)CC3)cc21 (stereo unspecified) | -4% | 7% | 7% | 2% | -4% | 6% | 0% | -4%
O=C(CSc1ccccn1)Nc1nc2c(ccc3ccccc32)s1 | 8%[10 µM] | -2% | ? | 1% | ? | -1% | 7% | -14%
O=C(O)CSc1nnc(-c2ccc(O)cc2)o1 | nt | nt | -9% | nt | -12% | nt | 4%[76.3 µM] | -8%
Cc1cccc(-c2cc(C(=O)NCCCn3ccnc3)c3ccccc3n2)c1 | -42%[inhibitor] | 4% | 6% | 9% | -23% | -7% | 4% | -13%
CC(=O)c1c(C)[nH]c(C(=O)N(CCc2ccccc2)Cc2ccccc2)c1C | -59%[inhibitor] | 6% | 8% | 0% | -18% | -3% | -12% | ?

Arranged by molar mass (ascending): part of the list above
molecule | HTT ATP protect | GAA spleen mod | Tau fibril FP | aGal spleen mod | Tau fluor cs | GAA inh | GAA glycogen mod | Tau fibril ThT
CCOC(=O)C1CCN(C(=O)C2CCCCC2)CC1 | 15%[0.074 µM] | 0% | 0% | 0% | 3% | -4% | 8% | -3%
Cc1ccc(-n2c(O)cnc2Nc2nc(C)cc(C)n2)cc1 | 9% | 0% | -3% | -8% | -8% | 10% | 3% | -3%
CCOC(=O)CNC(=O)c1cc2c(=O)n3cccc(C)c3nc2n1C | nt | nt | -8% | nt | -11% | nt | 3%[76.3 µM] | -10%
COc1ccc(-c2ccc3c(n2)sc2c(=O)[nH]c(=O)[nH]c23)cc1OC | -13% | 3% | 1% | 10% | -14% | 3% | 4% | -16%
Cc1cccc(-c2cc(C(=O)NCCCn3ccnc3)c3ccccc3n2)c1 | -42%[inhibitor] | 4% | 6% | 9% | -23% | -7% | 4% | -13%
CC1CCc2c(sc(NC(=O)C3c4ccccc4Oc4ccccc43)c2C(N)=O)C1 (stereo unspecified) | -1%[10 µM] | 4% | -13% | 6% | -20% | -7% | 1% | 3%
C=CCOC(=O)C1=C(C)NC(SCC(=O)OCC)=C(C#N)C1c1ccc(O)c(OC)c1 (stereo unspecified) | 28%[10 µM] | -6% | 2% | -2% | -27% | -2% | ? | ?

(next part)
compound | HTT ATP protect | GAA spleen mod | Tau fibril FP | aGal spleen mod | Tau fluor cs | GAA inh | GAA glycogen mod | Tau fibril ThT
COc1ccc(N(C(=O)c2ccccc2C)S(=O)(=O)c2ccc(C)cc2)cc1 | nt | nt | -1% | nt | -25% | nt | 6%[76.3 µM] | -4%
CC1(C)CC(=O)c2sc(NC(=O)CN3C(=O)CCC3=O)nc2C1 | -6% | -5% | 0% | 3% | 11% | -5% | 4% | 6%
CC1CCN(CCC(=O)N2CCCc3c2c(=O)oc2ccc(O)cc32)CC1 | ? | -5% | -3% | -1% | -7% | -1% | -1% | -14%
COc1ccc2c(c1O)Cc1ccccc1C2=O | 1%[10 µM] | -4% | 9% | -12% | -8% | -1%[15.4 µM] | 4% | ?
N#CC1=C(S)N(c2ccc(F)cc2)C(c2ccco2)NC1=O (stereo unspecified) | 29%[10 µM] | -9% | ? | -3% | -16% | -7% | 24% | 40µM*
COC(=O)c1sccc1NC(=O)CC1C(=O)NCCN1C(=O)Nc1ccc(F)cc1F (stereo unspecified) | -12%[10 µM] | -10% | 2% | -3% | 4% | nt | 5% | 3%
COc1ccc(CCNC(=O)CCCn2c(=O)c3cccn3c3ccccc32)cc1OC | nt | nt | 1% | nt | 1% | nt | -4%[76.3 µM] | -10%
CC(=O)N/N=C(\C)CC(=O)NC(C)(C)C | -32% | nt | 1% | 4% | -6% | 2% | 6% | -5%
COc1ccc2[nH]c(=O)c(CN(Cc3cccs3)S(=O)(=O)c3c(C)ccc4nsnc34)cc2c1 | -28% | 0% | -5% | 1% | ? | -13% | 7% | -14%
COc1cc2c(cc1OC)CN(Cc1cc(=O)oc3cc(C)c(Cl)cc13)CC2 | nt | -4% | -6% | -5% | -19% | 13% | 4% | ?
CN1CCN(S(=O)(=O)c2ccc(Cc3ccc(S(=O)(=O)N4CCN(C)CC4)cc3)cc2)CC1 | -9%[10 µM] | 3% | -3% | 10% | -3% | -5% | 0% | -4%
CC(OC(=O)CN1C(=O)NC(C)(C)C1=O)C(=O)c1ccccc1 (stereo unspecified) | -1% | 1% | 6% | -3% | -2% | 0% | -6% | -3%
Cc1ccc(NS(=O)(=O)c2ccc(NC(=O)CSc3ccc(Cl)cc3)cc2)c(C)c1 | -32% | -9% | ? | -5% | ? | ? | 4% | 9%
Cc1ccc(OCC(=O)N(Cc2cccs2)C2CCS(=O)(=O)C2)cc1 (stereo unspecified) | 3%[10 µM] | -4% | 7% | 0% | -12% | nt | -1% | -9%
COc1cc(/C=N/NC(=O)[C@H](Cc2c[nH]c3ccccc23)NC(=O)OCC(C)C)cc([N+](=O)[O-])c1O | -5%[10 µM] | 4% | ? | 5% | ? | -8% | 14% | 14µM*
CCOc1ccc(NC(=O)Cn2c(=O)n(CCCC(=O)NCc3ccc4c(c3)OCO4)c(=O)c3ccccc32)cc1 | nt | nt | 0% | nt | -7% | nt | 12%[76.3 µM] | 5%
O=C(c1ccccc1)c1ccc(OCCCN2CCCC2)cc1 | 0%[0.074 µM] | -8% | 1% | -8% | 8% | -7% | -2% | 4%
COc1ccc2nc(NC(=O)C3CCN(S(=O)(=O)c4cnc[nH]4)CC3)sc2c1 | -8% | -5% | 5% | 22% | -3% | -2% | -10% | -1%
COc1cc(CCCN2C(=O)C(=O)NC[C@@H]2CCCCN)cc(OC)c1OC | -4%[10 µM] | -5% | -2% | 1% | -1% | nt | 1% | 7%
CC(C)N(Cc1ccccc1)C(=O)CN1C(=O)COc2ccc(S(=O)(=O)NC3CCCC3)cc21 | nt | nt | 2% | nt | -7% | nt | -2%&-10%[76.3 µM] | -1%
CN1CCN(C(=O)c2ccccc2NC(=O)CCN2C(=O)c3ccccc3C2=O)CC1 | 15% | -11% | -6% | -2% | 10% | -3% | 3% | 5%
